14-3-3g Raf: modulators of 14-3-3 gamma protein binding, primary screen, biochemical, fluorescence polarization; FP, 14-3-3gamma / TMR-pS259-Raf peptide binding; inhibition, % at 40 µM; 160,000 tested, 0.19% active; AID 422, 2006; in the data active = inhibition above about 30%;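 note: 0% = protein plus tracer without compound and 100% = blank with tracer alone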
Target sequence (P61981 whole entry, looked up): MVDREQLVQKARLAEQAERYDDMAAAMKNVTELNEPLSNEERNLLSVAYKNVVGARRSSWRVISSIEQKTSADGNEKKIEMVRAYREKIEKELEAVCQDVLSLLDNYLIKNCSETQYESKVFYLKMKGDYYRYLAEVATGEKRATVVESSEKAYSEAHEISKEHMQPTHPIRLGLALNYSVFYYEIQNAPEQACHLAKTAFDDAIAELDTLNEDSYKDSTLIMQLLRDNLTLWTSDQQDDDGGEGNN
* marks the source's active call; other numbers are inactive results; & = joins results of further samples. Not all compounds are listed. The share of hits here may be higher or lower than overall.

nr | molecule | 14-3-3g Raf
1 | Cc1cc(N2C(=O)C3CCCN3C2c2cccc(Cl)c2)no1 (stereo not drawn) | -3
2 | CN(C)CCN=Cc1c(O)n(-c2cccc(C(F)(F)F)c2)c(=O)[nH]c1=O | -11
3 | CP(=O)(O)CCCN | -3&-6
4 | C=CCOC(=O)C1=C(N)OC(C)=C(C(=O)OC)C12C(=O)Nc1ccccc12 (stereo not drawn) | 7
5 | CCCCn1c(O)c(C(C)=Nc2ccc(C(=O)O)cc2)c(=O)[nH]c1=O | 0
6 | CCCCc1nc(N2CCNCC2)c(C#N)c2c1CSC(C)(C)C2 | 3
7 | Cc1ncc(CCl)c(CO)c1O | -3
8 | COc1ccccc1C=Cc1nc2ccccc2c(=O)n1-c1ccc(Br)c(C)c1 | -11
9 | Cc1nc2ncnn2c(C)c1CCC(=O)N1CCC2(CC1)OCCO2 | -10
10 | CN1C[C@H](CNC(=O)OCc2ccccc2)C[C@@H]2c3cccc4c3c(cn4C)C[C@H]21 | -1&-1
11 | O=C1NC(=O)C(CCc2ccncc2)(Cc2ccc(Br)s2)C(=O)N1 | -12
12 | Cc1ccc2c(c1)C1CN(C)CCC1N2C(=O)Cn1nnc(-c2ccccc2F)n1 (stereo not drawn) | -4
13 | O=C1N(CN2CCOCC2)c2ccccc2C1(O)c1c[nH]c2ccccc12 (stereo not drawn) | -1
14 | COc1ccc2[nH]c(C)c(CCN3CCC(=O)C(C)C3C)c2c1 (stereo not drawn) | -2
15 | Cn1nc(-c2ccc(OCC(=O)N3CCN(Cc4ccccc4)CC3)cc2)c2ccccc2c1=O | -3
16 | CC(=O)C1=C(C)OC(N)=C(C(=O)OC(C)C)C12C(=O)Nc1ccccc12 (stereo not drawn) | -6
17 | [N-]=[N+]=CC(=O)OC[C@H](N)C(=O)O | -7
18 | CC(C)n1[nH]c(=O)c2c1NC(=O)CSC2c1ccc(Cl)cc1 (stereo not drawn) | 7
19 | CCC(C(=O)N1CCC2(CC1)OCCO2)c1ccccc1 (stereo not drawn) | -16
20 | Nc1ccccc1C(=O)OC1CSC1 | 2
21 | C#CC(C)(C)N1CC=C(c2ccccc2)CC1 | -13
22 | CCOC(=O)C1C2NC(=S)N(c3ccccc3)C1(C)Oc1cc(OC)ccc12 (stereo not drawn) | -8
23 | CCCN(CC#CCO)CCC | -2
24 | CCc1ccc(NC(=O)C2c3cc(OC)c(OC)cc3C(=O)N3CCCCC23)cc1 (stereo not drawn) | -3
25 | COc1ccccc1-n1c(C=Cc2ccc(Br)cc2)nc2ccccc2c1=O | -3

Retrieved by structure from above:
nr | molecule | 14-3-3g Raf
1 | Cc1cc(N2C(=O)C3CCCN3C2c2cccc(Cl)c2)no1 (stereo not drawn) | -3
21 | C#CC(C)(C)N1CC=C(c2ccccc2)CC1 | -13
6 | CCCCc1nc(N2CCNCC2)c(C#N)c2c1CSC(C)(C)C2 | 3

(list continues)
nr | molecule | 14-3-3g Raf
26 | COc1ccc2c(c[n+](C)c3c4cc5c(cc4ccc23)OCO5)c1OC | 2
27 | O=C1NC(=S)NC(=O)C12C(c1cccc(Br)c1)NC(=S)NC2c1cccc(Br)c1 (stereo not drawn) | -12
28 | O=C(CN1C(=O)CN=C(c2ccccc2)c2ccccc21)NCc1cccc(Cl)c1 | 5
29 | COc1ccccc1-n1c(=S)[nH]c2ccccc2c1=O | -7
30 | CN1CCN(Cc2nc3ccccc3n2C)CC1 | -7
31 | COc1cccc(CNCCc2ccc3c(c2)OCO3)c1OC | -3
32 | N[C@@H](Cc1c[nH]c2ccccc12)c1nnc(SCc2ccc(F)cc2)o1 | -7
33 | COc1ccc(-n2c(O)c(C(C)=NCCN3CCNCC3)c(=O)[nH]c2=O)cc1 | -4
34 | C[C@@H]1O[C@H](C[N+](C)(C)C)C[C@H]1O | -10
35 | CN(C)P1(N(C)C)=NC(C(F)(F)F)=NC(C(F)(F)F)=N1 | 2
36 | COc1cc(CNCCc2c[nH]c3ccccc23)cc(OC)c1OC | -2
37 | CCN1C(=O)c2ccccc2Sc2ccc(C(=O)N3CCC4(CC3)OCCO4)cc21 | -4
38 | N=c1n(CCO)c2ccccc2n1Cc1ccccc1 | -10&-9
39 | O=C(c1cn(CCCOc2ccccc2)c2ccccc12)C(F)(F)F | -2
40 | COc1ccc(S(=O)(=O)NCc2ccc(C(=O)N3CCC4(CC3)OCCO4)cc2)cc1 | 2
41 | O=c1c2ccccc2nc(C=Cc2ccc(F)cc2)n1-c1ccc(Br)cc1 | 2
42 | CCn1c(SCC(=O)Nc2ccc(Cl)cc2C(=O)c2ccccc2)nnc1-c1ccncc1 | -3
43 | COCCNC(=O)c1ccc(N2CC3CC(C2)c2cccc(=O)n2C3)c(N)c1 (stereo not drawn) | -3
44 | CCOc1ccc(-n2c(C)nc3ccccc3c2=O)cc1 | 0
45 | C=CCOc1ccc(C2SCC(=O)Nc3c2c(=O)[nH]n3C2CCCC2)cc1 (stereo not drawn) | 3
46 | Cc1ccc2cccc(OC(=O)N(C)c3ccccc3)c2n1 | -19
47 | CC(C)n1[nH]c(=O)c2c1NC(=O)CSC2c1ccc(OCc2ccccc2)cc1 (stereo not drawn) | 0
48 | O=S1(=O)CC2(N3CCOCC3)CCCCC21 (stereo not drawn) | 1
49 | O=P(OCC(F)(F)C(F)F)(N1CCCCC1)N1CCCCC1 | 2
50 | CCOC(=O)C1CCN(/C=C2/C(=O)NC(=O)N(c3ccc(OCC)cc3)C2=O)CC1 | 0

Part of the list above, with each value named:
#30 CN1CCN(Cc2nc3ccccc3n2C)CC1
  14-3-3g Raf: -7
#31 COc1cccc(CNCCc2ccc3c(c2)OCO3)c1OC
  14-3-3g Raf: -3

As a working copy, five of the compounds above.
nr | molecule | 14-3-3g Raf
37 | CCN1C(=O)c2ccccc2Sc2ccc(C(=O)N3CCC4(CC3)OCCO4)cc21 | -4
38 | N=c1n(CCO)c2ccccc2n1Cc1ccccc1 | -10&-9
39 | O=C(c1cn(CCCOc2ccccc2)c2ccccc12)C(F)(F)F | -2
40 | COc1ccc(S(=O)(=O)NCc2ccc(C(=O)N3CCC4(CC3)OCCO4)cc2)cc1 | 2
41 | O=c1c2ccccc2nc(C=Cc2ccc(F)cc2)n1-c1ccc(Br)cc1 | 2

Another view of two compounds above.
38	N=c1n(CCO)c2ccccc2n1Cc1ccccc1
  14-3-3g Raf: -10&-9

39	O=C(c1cn(CCCOc2ccccc2)c2ccccc12)C(F)(F)F
  14-3-3g Raf: -2

Other compounds follow.
nr | molecule | 14-3-3g Raf
51 | CC(=O)c1c(C)n(C(C)C)c2ccc(O)cc12 | 2
52 | COc1cc(CNCCc2c[nH]c3ccccc23)cc(OC)c1 | -3
53 | CC1N=C(c2ccccc2)c2ccccc2N(CC(=O)NCC2CCCO2)C1=O (stereo not drawn) | 15
54 | O=C(Nc1ccc(Br)cc1C(=O)c1ccccc1Cl)c1ccc(N2C(=O)CCC2=O)cc1 | -4
55 | CCOc1ccc(C(C)=O)cc1Cc1c(O)[nH]c(=S)[nH]c1=O | 3
56 | Nc1ccc(N2CCN(Cc3ccccc3Cl)CC2)c(Cl)c1 | -25
57 | CCC1(CC)C(=O)NC(=Nc2cccc(C(F)(F)F)c2)NC1=O | -17
58 | COc1cc(CN2CC3CC(C2)c2cccc(=O)n2C3)cc(OC)c1OC (stereo not drawn) | 7
59 | CN(C)CCc1nn[nH]n1 | 0
60 | Cc1ccc(S(=O)(=O)N[C@@H](CCCCN)C(=O)CCl)cc1 | 0
61 | COc1ccc(C2SCC(=O)Nc3c2c(=O)[nH]n3C2CCCCC2)cc1 (stereo not drawn) | 2&3
62 | O=C1CN=C(c2ccccc2)c2cc(Br)ccc2N1Cc1cc(=O)n2ccccc2n1 | -16
63 | CCOC(=O)C1C2NC(=S)N(CCCOC)C1(C)Oc1c(OC)cccc12 (stereo not drawn) | 3
64 | Cc1cc2c(c(=O)o1)C1(C(=O)Nc3ccccc31)C(C(=O)OCc1ccccc1)=C(N)O2 (stereo not drawn) | -15
65 | CCOC(=O)c1c(N)n(Cc2ccc(OC)cc2)c2nc3ccccc3nc12 | -8
66 | Cn1c(=O)cc(OCC(=O)N2CCC3(CC2)OCCO3)c2ccccc21 | -2
67 | CN1CCN(c2cc(N3CCNCC3)c([N+](=O)[O-])cc2F)CC1 | 3
68 | Clc1ccc(CN2CCN(Cc3cccc(Cl)c3)CC2)cc1 | -12
69 | C=C1N2CCC(CC2)C1(O)c1ccc(C)cc1 (stereo not drawn) | -8
70 | C/C(Cl)=C/CC1(CN2CCCC2=O)C(=O)NC(=O)NC1=O | -2
71 | CCOC(=O)C1C2c3ccccc3O[C@@]1(C)N=C1SCC(=O)N12 (stereo partly drawn) | -8
72 | N#Cc1ccccc1Cn1cc(C(=O)c2cccs2)c2ccccc21 | 4
73 | N#Cc1c(/N=C/c2c(O)n(Cc3ccco3)c(=O)[nH]c2=O)sc2c1CCCC2 | -4
74 | O=c1c2ccccc2nc(-c2ccco2)n1-c1nccs1 | -6
75 | O=C(CN1CCOCC1)Nc1ccc(Br)cc1C(=O)c1ccccc1 | 5
76 | C=CCOC(=O)C1C2NC(=S)N(c3ccccc3)C1(C)Oc1ccccc12 (stereo not drawn) | -4
77 | O=c1c2ccccc2nc(Cc2ccccc2)n1-c1ccc([N+](=O)[O-])cc1 | -1
78 | CC(=NC1CCN(Cc2ccccc2)CC1)c1c(O)n(C)c(=O)n(C)c1=O | 0
79 | O=C(COc1ccc(Cl)cc1)Nc1ccc(Br)cc1C(=O)c1ccccc1 | 4
80 | CCN(CC)CCN=Cc1c(O)n(CCc2ccccc2)c(=O)[nH]c1=O | -12
81 | C[C@H](Cc1ccc2c(c1)OC(C(=O)O)(C(=O)O)O2)NC[C@H](O)c1cccc(Cl)c1 | -8
82 | COc1ccc(Cn2c(N)c(C(=O)NCc3ccco3)c3nc4ccccc4nc32)cc1OC | -12
83 | Brc1cccc(C2CC(c3cccnc3)Nc3ncnn32)c1 (stereo not drawn) | 5
84 | CN1CC=C(c2c[nH]c3ccccc23)CC1 | 0
85 | CN1CCN(c2cc(N3CCCCCC3)c(F)cc2[N+](=O)[O-])CC1 | 0
86 | O=c1c2ccccc2nc(-c2ccc([N+](=O)[O-])cc2)n1-c1cccc(Cl)c1 | -60
87 | COc1ccc(CCC(=O)N2CCC3(CC2)OCCO3)cc1 | -6
88 | CC(C)CCOC(=O)c1c(N)n(CC2CCCO2)c2nc3ccccc3nc12 (stereo not drawn) | -7
89 | CCCc1[nH]nc2c1C1(C(=O)N(CC(N)=O)c3ccccc31)C(C(=O)OC)=C(N)O2 (stereo not drawn) | -1
90 | CCOC(=O)CC1=C(C(=O)OCC)C2(C(=O)Nc3ccc(Br)cc32)C(C(=O)OC)=C(N)O1 (stereo not drawn) | 5
91 | CCC(=NCc1ccc(F)cc1)c1c(O)n(C)c(=O)n(C)c1=O | -6
92 | Cc1nc2ccccc2c(=O)n1-c1ccc(Br)cc1[N+](=O)[O-] | 1
93 | CCCN1CCC[C@@H]2Cc3nc(N)ncc3C[C@H]21 | -1
94 | CCC(=NCCO)c1c(O)n(-c2ccccc2)c(=O)[nH]c1=O | 0
95 | O=C1CN=C(c2cccs2)c2c(sc3c2CCCC3)N1 | 2
96 | Cc1ccc(NC(=O)CN2C(=O)CN=C(c3ccccc3Cl)c3cc(Cl)ccc32)cc1 | 0
97 | CC(Cc1ccc(O)cc1)NCC(O)c1cc(O)cc(O)c1 (stereo not drawn) | -9
98 | O=c1oc2ccccc2c(O)c1C(c1ccc2c(c1)OCO2)c1c(O)c2ccccc2oc1=O | -28
99 | Cc1ncc(CNC(=O)N(CCCl)N=O)c(N)n1 | -2
100 | C#CCN1C(=O)C2(C(C(=O)OCC)=C(C)OC(N)=C2C(=O)OCC)c2ccccc21 (stereo not drawn) | -1

Further structures
nr | molecule | 14-3-3g Raf
101 | CCCCc1nc2ccccc2c(=O)n1-c1ccc([N+](=O)[O-])cc1 | 3
102 | C1CNC2NCCNC2N1 (stereo not drawn) | -8
103 | Cc1ccc(-n2c(C=Cc3cccc(F)c3)nc3ccccc3c2=O)c(C)c1 | 2
104 | CC1CN(c2ccc(C(F)(F)F)cc2[N+](=O)[O-])CCN1 (stereo not drawn) | -1
105 | Cc1ccc(NC(=O)CN2C(=O)CN=C(c3ccccc3Cl)c3cc(Cl)ccc32)c(C)c1 | 1
106 | O=C(O)Cc1cnc[nH]1 | -4

Assay outcomes deposited in PubChem BioAssay by Emory University Molecular Libraries Screening Center.
